# Source: PubChem BioAssay (National Center for Advancing Translational Sciences (NCATS))
# Pf growth 48h – Primary qHTS for delayed death inhibitors of the malarial parasite plastid, 48 hour incubation | P. falciparum luciferase growth in erythrocytes, 48 h | Potency, µM (top dose mostly 28.7 µM), for inactives: at the highest dose activity change, negative = inhibition, usual class: inhibitors | 5.9% of 310,000 active | AID 504832, 2011; also: potency is read from the fitted curve at half-maximal effect; % is scaled to controls: 0 for no effect and ±100 for the full control effect
#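 Parasite viability was followed by luminescence of a genomically integrated firefly luciferase. Cultures held 0.1% parasitemia at 2% hematocrit (final), incubated under 5% CO2 at 37 C.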
# LmPK inh – qHTS Assay for Inhibitors of Leishmania Mexicana Pyruvate Kinase (LmPK); Q27686; purified LmPK, Kinase-Glo ATP luminescence, 1 h; Potency, µM (doses to about 57.5 µM), inactives show at the top dose activity change, negative = inhibition, most hits filed as inhibitors; 0.37% of 290,000 active; AID 1721, 2009; also: potency is read from the fitted curve at half-maximal effect; % is scaled to controls: 0 for no effect and ±100 for the full control effect
# Target sequence (Q27686 whole entry, looked up): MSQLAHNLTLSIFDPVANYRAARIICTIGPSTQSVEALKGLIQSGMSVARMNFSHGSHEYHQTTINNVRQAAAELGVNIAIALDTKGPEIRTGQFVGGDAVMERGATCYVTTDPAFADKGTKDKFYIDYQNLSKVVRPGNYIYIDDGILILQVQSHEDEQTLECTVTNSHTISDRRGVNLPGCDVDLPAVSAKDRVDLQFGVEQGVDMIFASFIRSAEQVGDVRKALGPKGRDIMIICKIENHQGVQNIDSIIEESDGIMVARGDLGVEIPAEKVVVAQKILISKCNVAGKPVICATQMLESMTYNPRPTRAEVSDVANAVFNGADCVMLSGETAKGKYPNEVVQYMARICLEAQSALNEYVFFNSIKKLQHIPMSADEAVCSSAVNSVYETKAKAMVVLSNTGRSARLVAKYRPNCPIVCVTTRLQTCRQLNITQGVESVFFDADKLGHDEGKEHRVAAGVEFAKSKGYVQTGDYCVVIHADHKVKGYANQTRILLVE
#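 Pyruvate kinase activity monitored as ATP production (luciferase luminescence). Conditions: 0.1 nM enzyme, 0.5 mM PEP, 0.1 mM ADP, 1 h, RT; normalized against uninhibited and no-enzyme wells.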
# AmpC inh no detg – qHTS Inhibitors of AmpC Beta-Lactamase (assay without detergent); P00811; AmpC nitrocefin hydrolysis, absorbance 480 nm, 0.0001% Triton; Potency, µM (titrated, usually from 57.1 µM), for the others: at the highest dose activity change, negative = inhibition, usual class: inhibitors; 0.52% of 330,000 active;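 also: potency is read from the fitted curve at half-maximal effect; plate controls were no compound for no effect and no enzyme for full effect; nearly all actives have a fitted effect of over 20% in size; some results filed as inactive show a strong effect at the top dose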
# Target sequence (P00811 whole entry, looked up): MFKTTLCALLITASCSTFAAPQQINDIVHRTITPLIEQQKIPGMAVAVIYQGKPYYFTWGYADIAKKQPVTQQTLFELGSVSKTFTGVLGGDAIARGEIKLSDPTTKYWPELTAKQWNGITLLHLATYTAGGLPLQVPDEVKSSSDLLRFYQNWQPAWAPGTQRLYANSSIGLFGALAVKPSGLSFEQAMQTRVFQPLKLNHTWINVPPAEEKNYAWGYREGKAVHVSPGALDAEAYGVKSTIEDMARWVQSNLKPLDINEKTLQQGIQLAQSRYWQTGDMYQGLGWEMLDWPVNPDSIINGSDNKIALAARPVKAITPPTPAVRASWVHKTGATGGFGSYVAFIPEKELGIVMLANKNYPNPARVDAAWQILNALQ
#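 20 mM phosphate pH 7.0 + 0.01% (detergent screen) or 0.0001% Triton X-100; 5.3 nM AmpC reagent; cpd preinc 15 min RT; nitrocefin (800 uM stock) to start; A480 q20 s × 4 min; Activity was normalised to no-enzyme and no-compound control wells.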
# Cycloheximide cs – Cycloheximide Counterscreen for Small Molecule Inhibitors of Shiga Toxin; cell reporter, cycloheximide protein synthesis inhibition counterscreen; 12% of 300,000 active; AID 2314, 2010; max response, %; in the data active = max response mostly above about 13%, no sharp cut-off; inactive = mostly below about 14%; also: read at 38.3 µM for the half of the compounds with a filed dose; 0% is about no effect
# TbPYK inhibitor – qHTS of Trypanosoma Brucei Inhibitors | Potency, µM (series often up to 76.8 µM), for the others: at the top dose activity, negative = inhibition, hits mostly inhibitors | AID 624173, 2012 | TbPYK enzyme, Kinase-Glo Plus ATP luminescence, 45 min | 0.12% of 410,000 active | pyruvate kinase (Trypanosoma brucei), Q57TT1; also: potency is read from the fitted curve at half-maximal effect; % is scaled to controls: 0 for no effect and ±100 for the full control effect; nearly all actives have a fitted effect of over 50% in size
#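 Screened from lowest to highest concentration, compounds were pinned into TbPYK/substrate mixtures, and ADP (130 uM final) was added. Plates sat at room temperature for 45 min prior to Kinase-Glo Plus detection by luminescence.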
# Pf growth 96h – Primary qHTS for delayed death inhibitors of the malarial parasite plastid, 96 hour incubation | P. falciparum luciferase reporter growth, 96 h | 6.9% of 320,000 active | AID 504834, 2011 | Potency, µM (titrated, usually from 28.7 µM), inactives show top-dose activity change, negative = inhibition, actives largely listed as inhibitors; also: potency is read from the fitted curve at half-maximal effect; % is scaled to controls: 0 for no effect and ±100 for the full control effect
#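 Delayed-death screen, second-generation endpoint: infected erythrocytes, 2% hematocrit, 0.05% parasitemia final; 96 hours at 37 C, 5% CO2; luciferase detection reagent; luminescence decrease equals reduced growth.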
# Shiga toxin inh – A qHTS for Small Molecule Inhibitors of Shiga Toxin | Vero cells, Shiga toxin protein synthesis inhibition reporter | 9.2% of 290,000 active | AID 2315, 2010 | inhibition, % at 38.7 µM; in the data active = inhibition mostly above about 28%, no sharp cut-off; inactive = mostly below about 43%; also: 0% is about no effect
# The depositor's hits bear a star; u = inconclusive; x = no result given; & = joins results of further samples; [ ] = dose if it differs, or a comment. Unless noted, calls follow the shape of the dose curve; as a rule, active = well fitted curve in the direction sought with a large enough effect; inconclusive = small, poorly fitted or top-dose-only effect, or another doubt; inactive = no such curve, though single readings can be large; an effect the other way counts as inactive or inconclusive. Hits appear at their usual frequency, and some 22% of all compounds hit somewhere here.
SMILES,Pf growth 48h,LmPK inh,AmpC inh no detg,Cycloheximide cs,TbPYK inhibitor,Pf growth 96h,Shiga toxin inh
CC/C(=N\NC(=O)Nc1ccccc1)c1ccccc1,13%,1%,-19%,19*,1%,u,37
O=C(CN1C(=O)c2ccccc2S1(=O)=O)NCCc1ccccc1,0%,-2%,-18%,2,3%,4%,-6
OCC(O)CSc1nc(-c2ccccc2)nc2c1CCC2 (stereo not drawn),-4%,-1%,-6%,-2,-2%,11%,-13
COCC(C)NS(=O)(=O)c1ccc(NC(=O)c2ccccn2)cc1 (stereo not drawn),31%[activator],1%,-17%,11*,3%,-8%,31*
Cc1cccc(Nc2nnc(C)c(=O)n2N)c1,-12%,-5%,-15%,-3,-2%,67%[activator],-5
COCCNc1cc(C)nc2cc(-c3ccc(C)cc3)nn12,24%,1%,37%,15*,0%,5%,100
Cc1cc(/C=C2/C(=O)N(C)C(=S)N2C)c(C)n1C1CC1,u,-11%,6%,14*,-24%,u,20
NC(=Nc1ccc(N)cc1)C(N)=Nc1ccc(N)cc1,32%[activator],-4%,-9%,-4,0%,u,-3
O=C(C[n+]1ccc(/C=N/O)cc1)NC(=O)Nc1ccccc1,-3%,x,-16%,x,-2%,13%,x
CN1CCCN(C(=O)c2cccc(Br)c2)CC1,-8%,-3%,-9%,1,-3%,u,-3
CCOC(=O)CC(C#N)c1c[nH]c2ccccc12 (stereo not drawn),-23%,1%,-25%,-1,-1%,x,-17
O=c1cc[nH]c2cc(C(F)(F)F)ccc12,14%,-6%,-9%,-4,5%,-5%,-10

# Random excerpt: six entries already listed.
SMILES,Pf growth 48h,LmPK inh,AmpC inh no detg,Cycloheximide cs,TbPYK inhibitor,Pf growth 96h,Shiga toxin inh
O=C(CN1C(=O)c2ccccc2S1(=O)=O)NCCc1ccccc1,0%,-2%,-18%,2,3%,4%,-6
OCC(O)CSc1nc(-c2ccccc2)nc2c1CCC2 (stereo not drawn),-4%,-1%,-6%,-2,-2%,11%,-13
Cc1cc(/C=C2/C(=O)N(C)C(=S)N2C)c(C)n1C1CC1,u,-11%,6%,14*,-24%,u,20
COCCNc1cc(C)nc2cc(-c3ccc(C)cc3)nn12,24%,1%,37%,15*,0%,5%,100
COCC(C)NS(=O)(=O)c1ccc(NC(=O)c2ccccn2)cc1 (stereo not drawn),31%[activator],1%,-17%,11*,3%,-8%,31*
CN1CCCN(C(=O)c2cccc(Br)c2)CC1,-8%,-3%,-9%,1,-3%,u,-3

# Going on with the list:
SMILES,Pf growth 48h,LmPK inh,AmpC inh no detg,Cycloheximide cs,TbPYK inhibitor,Pf growth 96h,Shiga toxin inh
CC/C(=N\Nc1nncc2ccccc12)c1ccc(F)cc1,6%,0%,-13%,47*,4%,0%,71*
O=C1CN(C(=O)c2cnccn2)c2ccccc2N1,16%,4%,-7%,-5,-1%,-2%[5.75 µM],-4
COC(=O)c1ccc2c(c1)NC(=O)c1ccccc1S2,-22%,5%,-19%,-7,5%,-8%,-20
Cc1noc(C(=O)NCc2cccnc2)c1Cl,6%,5%,-12%,-2,2%,-7%,-2
c1ccc2c(c1)ncn2CCCCOc1ccc2c(c1)CCC2,x,-4%,27%,18*,33%[activator],5.9µM*,37
O=C(COC(=O)Cc1ccc(F)cc1)NC1CCCC1,33%[activator],x,1%,x,7%,0%,x
O=C(Nc1cccc2ccccc12)c1cn(-c2ccccc2)nc1-c1cccs1,18%,3%,-44%,10,-8%,-1%,3
C=CCn1c(SCC(=O)NCC(=O)OCC)nnc1-c1cccc(OC)c1,16%,-4%,-9%,-2,-13%,-30%,-7
COc1ccc(C(C)=O)cc1CSc1ccc(S(=O)(=O)N2CCCCC2)cn1,u,x,-8%,x,-26%,-12%,x
CC(=O)c1cc(C)ccc1OC(=O)CCN1C(=O)C2C3c4ccccc4C(c4ccccc43)C2C1=O (stereo not drawn),38%[activator],0%,-12%,-2,-4%,27%,-12
CCc1cccc(C)c1NC(=O)Cn1c(NCCO)nc2ccccc21,-10%,3%,-26%,-2,-17%,19%,-3
Cc1cc(Cl)ccc1Oc1nc(-c2ccccc2)ncc1S(C)(=O)=O,30%[activator],0%,-18%,1,-7%,41%[activator],-8

# By substructure, those above with fluorine.
SMILES,Pf growth 48h,LmPK inh,AmpC inh no detg,Cycloheximide cs,TbPYK inhibitor,Pf growth 96h,Shiga toxin inh
O=c1cc[nH]c2cc(C(F)(F)F)ccc12,14%,-6%,-9%,-4,5%,-5%,-10
CC/C(=N\Nc1nncc2ccccc12)c1ccc(F)cc1,6%,0%,-13%,47*,4%,0%,71*
O=C(COC(=O)Cc1ccc(F)cc1)NC1CCCC1,33%[activator],x,1%,x,7%,0%,x

# A draw from above in order of SMILES length, low to high:
SMILES,Pf growth 48h,LmPK inh,AmpC inh no detg,Cycloheximide cs,TbPYK inhibitor,Pf growth 96h,Shiga toxin inh
COC(=O)c1ccc2c(c1)NC(=O)c1ccccc1S2,-22%,5%,-19%,-7,5%,-8%,-20
CCc1cccc(C)c1NC(=O)Cn1c(NCCO)nc2ccccc21,-10%,3%,-26%,-2,-17%,19%,-3
Cc1cc(Cl)ccc1Oc1nc(-c2ccccc2)ncc1S(C)(=O)=O,30%[activator],0%,-18%,1,-7%,41%[activator],-8

# Later entries:
SMILES,Pf growth 48h,LmPK inh,AmpC inh no detg,Cycloheximide cs,TbPYK inhibitor,Pf growth 96h,Shiga toxin inh
CCOc1cc(N2CCOCC2)c(OCC)cc1NC(=O)Cc1cn2ccsc2n1,-18%,-1%,11%,-9,-4%,-18%,-8
Cc1cccc(C)c1N1CCN(S(=O)(=O)c2ccc(F)cc2)CC1,-24%,-6%,-12%,1,-9%,x,10
N#Cc1c(N)nc2c3c(sc(=N)c2c1N)NC(=O)CC3c1ccccc1Cl (stereo not drawn),u,-6%,-26%,7,-1%,0%,29
Cc1ccc(C)c(C(=O)CCC(=O)Nc2ccc(F)cc2)c1,9%,-2%,-19%,-2,-9%,u,-5
Cc1ccc(NC(=O)Cn2cc(C=O)c3ccccc32)cc1C,2%,2%,-25%,-2,1%,96%[activator],-3
CCN(CC(=O)Nc1ccc(NC(C)=O)cc1)CC(=O)Nc1cc(C)on1,8%,x,-27%,x,3%,20%,x
CCOc1ccccc1OCC(=O)NNC(=S)NC1CCCCC1,-40%[1.15 µM],1%,-8%,-4,-9%,u,-8
COc1ccccc1CNC(=O)COc1ccc(S(=O)(=O)N2CCOCC2)cc1,u,x,9%,x,4%,u,x
CCO[C@H]1OC(C(=O)O)=C[C@@H](c2ccc(C(F)(F)F)cc2)[C@@H]1CCCO,18%,0%,-9%,0,1%,41%[activator],-8
Cc1[nH]n(-c2ccccc2)c(=O)c1C(c1ccc(C(=O)O)cc1)c1c(C)[nH]n(-c2ccccc2)c1=O,-7%,4%,-32%,2,-11%,16%,-10
CCOC(=O)c1c(C)[nH]c(C)c1S(=O)(=O)NC1CCN(C(=O)OCC)CC1,13%,-3%,-17%,-3,-6%,64%,-11
Nc1ncnc(Nc2ccccc2Cl)n1,116%[activator],-4%,-12%,17*,-12%,11%,4
COc1ccccc1/C=C/CN1CCCCC1,u,-2%,-13%,5,14%,0%,-10
Cc1ccc(CNC(=O)C2(NC(=O)Nc3ccc(C)cc3)CCCCC2)cc1,u,0%,-24%,-3,-9%,-6%,16
Cn1c(=O)oc2cc(S(=O)(=O)N3CCC(C(=O)N4CCN(c5ccccc5)CC4)CC3)ccc21,2%,0%,-12%,-4,13%,u,-7
COCc1cc(=O)n2[nH]c(C)cc2n1,3%,-3%,-8%,-2,9%,1%,1
CCSc1ccccc1C(=O)Nc1cccc(OC)c1,-20%,-2%,0%,15*,1%,u,69
Cc1ccc(Cn2cc(C(=O)c3ccc(F)cc3)c(=O)c3cc4c(cc32)OCCO4)cc1,-25%,-3%,u,-3,3%&0%,12µM*,0
O=C(NC1CCCCC1)C(c1ccccc1)N(C(=O)c1csnn1)C1CCCC1 (stereo not drawn),-17%,-2%,29%,-1,-15%,2%,5
NC(=O)C1CCN(C(=O)c2ccc(Oc3ccccc3)cc2)CC1,x,4%,-5%,-2,-20%,14%,-5
O=C(O)C1=C[C@H](c2ccccc2)C[C@H](OCc2ccc(CO)cc2)O1,53%[activator],4%,-22%,8,-1%,63%[activator],22
Cc1ccc([N+](=O)[O-])cc1NC(=O)C1CCN(S(C)(=O)=O)CC1,58%[activator],1%,-26%,-2,-7%,15%,11
COc1cc(S(=O)(=O)N2CCOCC2)ccc1NC(=O)COc1ccc(N(C)S(=O)(=O)c2ccc(C)cc2)cc1,u,12%,55%,-7,-4%,-26%,-4
CCC1(CC)C(=O)C2=C3C1[C@H](C(=O)OC)CC(C(=O)OC)C[C@H]3n1c(=O)n(C)c(=O)n1[C@H]2C (stereo partly drawn),x,x,x,15,-3%,x,-6
CC1CN(C(=O)/C(C#N)=C2\N=C(NC(=O)c3ccc(F)cc3)c3ccccc32)CC(C)O1 (stereo not drawn),-11%,3%,-6%,3,2%,-25%,12
Cc1cc(NS(=O)(=O)c2ccc(NC(=O)COc3ccc(Br)cc3)cc2)nc(C)n1,0%,-2%,1%,2,u,-11%,3
Cc1ccc(C(=O)CSc2nnc(-c3snnc3C)n2C2CC2)cc1,u,3%,-12%,7,0%,u,13
CCOC(=O)N1CCN(CCC(=O)Nc2ccccc2OC)CC1,14%,-1%,-10%,1,5%,13µM*,-1
Cc1ccc(C(=O)N(Cc2nnc(-c3ccc(Cl)cc3)o2)C2CC2)o1,18%,x,-2%,x,1%,-16%,x
Cn1c(SCCOc2ccccc2Cl)nnc1-c1cccs1,-21%,1%,52%,26*,-18%,u,39*
Cc1ccc(C(=O)NCc2ccco2)cc1,-7%,-9%,-1%,18*,-1%,-11%,37
O=C(Nc1cc(Cl)ccc1N1CCOCC1)c1cccnc1Cl,-42%,3%,34%,-1,0%,14%,7
CCCCn1c(=N)n(CC(=O)c2ccc([N+](=O)[O-])cc2)c2ccccc21,49%[activator],2%,-11%,6,x,15%,-5
O=C(COc1ccccc1Cl)NCCc1ccc2c(c1)OCCO2,55%[activator],3%,-2%,42*,-6%,11%,58*
O=S(=O)(Cc1ccccc1)N1CCN(Cc2ccccc2)CC1,9%,0%,-15%,-3,-9%,1%,0
O=C(N/N=C/c1c(O)n(CCc2ccccc2)c(=O)[nH]c1=O)c1ccncc1,-8%,5%,-34%,-7,-8%,u,-15
O=C(Nc1cccnc1)C1CC(=O)N(c2ccc(F)cc2)C1 (stereo not drawn),10%,2%,-35%,7,7%,13%,-7
COc1ccc(-c2nnc(SCCC(=O)O)n2-c2ccccc2)cc1OC,x,-2%,-21%,-1,5%,21%,19
O=S(=O)(O)NC1CCCCC1,u,x,x,x,-7%,-28%,x
CCOc1ccc(N2CC(C(=O)Nc3ccccc3C(=O)NC3CC3)CC2=O)cc1 (stereo not drawn),4%,-1%,-4%,-1,-6%,34%[activator],-11
